PglD DTNB: inhibitors of Campylobacter jejuni PglD acetyltransferase. purified PglD enzyme, DTNB colorimetric CoA detection. inhibition, % at 12.5 µM. actives 0.098% (n = 360,000); in the data active = inhibition above about 16%, passing the limit was not always enough; inconclusive = no clear call, values can overlap the other calls; note: strong numbers were not always called active
FN deposit inh: fibronectin deposition inhibition | AH1F fibroblasts, Alexa488-fibronectin deposition fluorescence, overnight | inhibition, % at 12.6 µM | actives 0.086% (n = 350,000) | AID 743247;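 active = mean inhibition across replicates of 30% or more, regardless of how many single replicates reach that level; inconclusive = mean under 30% yet at least half of replicates reach 30%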;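 note: positive control wells lacked labelled fibronectin entirely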
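Schedule: 1 h cell adhesion before compound, then overnight fibronectin incubation; test system: AH1F fibroblast monolayer depositing Alexa488-labelled fibronectin into matrix; quantity: 10000 AH1F cells per well; probe or stimulus: fluorescent fibronectin at 24 nM final; signal: fluorescence, ex 485 nm, em 525 nm; evaluation: percent inhibition as loss of matrix-bound fibronectin fluorescence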
Cneo AK release: Cryptococcus neoformans lysis via adenylate kinase release; C. neoformans lysis, adenylate kinase release luminescence, 4 h; normalised: neutral wells 0, clomiphene wells 100; lysis activity, % at 15 µM; actives 0.2% (n = 360,000);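 active = mean lysis activity across replicates of at least 80%, whatever share of replicates individually reach that level; inactive = mean lysis activity below 80%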
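Material – Cryptococcus neoformans yeast cells · Quantity – 5 × 10^6 yeast cells/mL · Buffer or medium – YPD medium · Compound – single dose · Timing – 4 h static compound exposure, 37 °C, read 1 h post-reagent · Signal – adenylate kinase release luminescence · Read-out basis – lysis from increased AK signal · Benchmarks – Clomiphene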
F508del corr: CFTR F508del correction in bronchial cells. CFBE cells, YFP halide quenching; stimulated with forskolin plus potentiator P3; % fluorescence drop versus neutral controls. activity (quench increase), % at 7.58 µM. actives 0.36% (n = 350,000). AID 720511;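 active = mean added fluorescence quench of at least 8% versus neutral control, with both replicates also reaching 8%; inconclusive = only one of the mean or replicate conditions met; inactive = mean below 8% and not both replicates reaching 8%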;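 note: cells transiently co-express mutant CFTR-F508del with the halide-sensitive YFP; corrector assay measuring rescue of mutant channel to the surface after 24 h compound exposure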
miR-122 sensor: blocks miR-122 activity in Huh7 sensor cells; actives 0.3% (n = 340,000); activation (reporter increase), % at 12.5 µM; Huh7 miR-122 Renilla luciferase sensor, 48 h; neutral wells = 0, positive control = 100; AID 602342;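 active = mean replicate activation score at least 90 and every replicate individually at or above 90; inconclusive = only one of the two criteria met; inactive = neither criterion met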;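 note: higher luciferase means less miR-122 activity so hits act as miR-122 inhibitors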
GSIS activator: GLuc luminescence reporter in INS-1E cells, primary screen for activators of glucose-dependent secretion of insulin; INS-1E GLuc reporter insulin secretion, 2-3 h; activation, % at 16.6 µM; actives 0.61% (n = 370,000); AID 743287;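 active = lowest replicate activation of at least 40%, so every replicate reaches that level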;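 note: 0% = median of neutral control wells and 100% = median of IBMX positive control wells; some compounds called inactive have numbers as strong as hits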
PGC1a acetyl inh: lowers PGC1a acetylation signal in U2OS cells | AlphaScreen anti-acetyl-lysine; with virally co-expressed GCN5 acetyltransferase | actives 0.17% (n = 350,000) | inhibition, % at 15.6 µM;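 active = every replicate shows inhibition of at least 40%; inconclusive = mean inhibition at least 40% but some replicate below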;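 note: 0% = neutral control wells and 100% = positive control wells; some results beyond the cut were filed as inactive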
Statin myotox sup: suppressors of simvastatin-induced myotoxicity in C2C12 myotubes | actives 0.78% (n = 330,000) | ATP luminescence, 48 h; scaled: DMSO 0, geranylgeraniol control 100 | rescue of ATP level, % at 7.49 µM;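 active = mean ATP rescue above about 67%, or every replicate alone reaching that limit, limit read from the data, passing the limit was not always enough; inconclusive = no clear call, values can overlap the other calls; inactive = mean under the limit and some replicate under it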;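 note: myotubes were challenged with 10 µM simvastatin during compound exposure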
Active calls of the source: *; & = joins results of further samples; [ ] = another dose, or the depositor's remark.

CCOc1ccc(NC(=O)CCCn2nc(C)c3c(C)n(-c4ccccc4)nc3c2=O)cc1 was read as PglD DTNB -5, FN deposit inh 5, Cneo AK release 4, F508del corr -0.3, miR-122 sensor -4, PGC1a acetyl inh 7 and Statin myotox sup -4.
O=C(CSc1ccc([N+](=O)[O-])cn1)Nc1ccc(N2CCOCC2)c(Cl)c1 was read as FN deposit inh -11, F508del corr -1.5, GSIS activator -18 and PGC1a acetyl inh 0.
`CO[C@@H]1CN(C)C(=O)c2cc(NS(=O)(=O)c3ccc(C)cc3)ccc2OC[C@@H](C)N(C)C[C@@H]1C` gave PglD DTNB 4, FN deposit inh -1, Cneo AK release 139*, F508del corr -1.7, miR-122 sensor 2[16.7 µM], GSIS activator 0, PGC1a acetyl inh -13 and Statin myotox sup -7.
Screening COc1ccc(S(=O)(=O)N(C)C[C@@H]2Oc3ccc(NC(=O)Nc4cccc5ccccc45)cc3C(=O)N([C@@H](C)CO)C[C@@H]2C)cc1 returned FN deposit inh 7, F508del corr -6.2, GSIS activator -1 and PGC1a acetyl inh -10.
Cc1ccc(C(=O)N2CCCC(CCC(=O)N3CCN(c4ccccn4)CC3)C2)cn1 (stereo not drawn) was read as PglD DTNB 4, FN deposit inh 6, Cneo AK release 2, F508del corr 0.6, miR-122 sensor -3, GSIS activator 9, PGC1a acetyl inh 1 and Statin myotox sup 1.
Screening CCCCNC(=S)NNC(=O)c1nn(C)cc1Cl returned PglD DTNB 2, FN deposit inh -3, Cneo AK release -3, miR-122 sensor -6, PGC1a acetyl inh -3 and Statin myotox sup -6.
For CCN(CC(=O)N1CCCC1)S(=O)(=O)c1ccccc1 the results were PglD DTNB 2, FN deposit inh -6, Cneo AK release 0, F508del corr 2.6, miR-122 sensor -4, GSIS activator -7 and Statin myotox sup 2.
CC(C)[C@H](Nc1ncnc2c1oc1ccccc12)C(=O)O was read as PglD DTNB 0, FN deposit inh 9, Cneo AK release 3, F508del corr 0.7, miR-122 sensor 14, GSIS activator 27, PGC1a acetyl inh -16 and Statin myotox sup 0.
Screening O=C(CCN1CCCCC1)N[C@H]1CC[C@H](CCNS(=O)(=O)c2ccc(F)cc2)O[C@@H]1CO returned PglD DTNB 6, Cneo AK release 1, F508del corr -1.8, GSIS activator 14, PGC1a acetyl inh 14 and Statin myotox sup -1.
For CC(C)NC(=O)Nc1ccc2c(c1)C(=O)N([C@@H](C)CO)C[C@@H](C)[C@@H](CN(C)S(C)(=O)=O)OCCCC[C@@H](C)O2 the results were PglD DTNB -1, FN deposit inh -2, Cneo AK release -2, F508del corr 2.6, miR-122 sensor -3[16.7 µM], GSIS activator 25 and PGC1a acetyl inh 2.
`CO[C@@H]1CN(C)C(=O)c2cc(NC(=O)C3CCC3)ccc2OC[C@@H](C)N(C(=O)NC(C)C)C[C@@H]1C` gave PglD DTNB 2, FN deposit inh -12, Cneo AK release -16, F508del corr -0.6, GSIS activator 2, PGC1a acetyl inh -1 and Statin myotox sup -4.
Screening CCOC(=O)c1oc2ccc(S(=O)(=O)n3nc(-c4ccc(OC)cc4)cc3N)cc2c1C returned PglD DTNB 8, FN deposit inh -4, Cneo AK release 0, F508del corr 0.7, miR-122 sensor -1, GSIS activator 3, PGC1a acetyl inh -3 and Statin myotox sup 28.
`COCCn1c(SCC(=O)Nc2cccnc2Cl)nc2cc(Cl)ccc2c1=O` gave PglD DTNB 1, FN deposit inh -1, Cneo AK release 2, F508del corr 3.9, PGC1a acetyl inh -8 and Statin myotox sup 4.
CC1CC(=O)Nc2ccccc2N1C(=O)COc1ccc2ccccc2c1 (stereo not drawn) was read as PglD DTNB 3, FN deposit inh -4, Cneo AK release 1, F508del corr 4.2, miR-122 sensor 1, GSIS activator 3, PGC1a acetyl inh 2 and Statin myotox sup 8.
For COc1ccc2c(c1)CCc1c(C(=O)NCCCn3ccnc3)noc1-2 the results were FN deposit inh -6, miR-122 sensor 4, GSIS activator -7, PGC1a acetyl inh inconclusive and Statin myotox sup 8.
COc1ccc(S(=O)(=O)N[C@H]2C=C[C@H](CC(=O)N3CCC(Cc4ccccc4)CC3)O[C@H]2CO)cc1 was read as PglD DTNB -2, FN deposit inh 6, Cneo AK release 9, F508del corr -1.6, GSIS activator -24, PGC1a acetyl inh -1 and Statin myotox sup 14.
Screening Cn1c(O)c(N=NC(=O)c2cccc(S(=O)(=O)N3CCCCC3)c2)c2ccccc21 returned PglD DTNB -5, FN deposit inh 6, Cneo AK release -12, miR-122 sensor -4, GSIS activator -25 and PGC1a acetyl inh -18.
Screening CN(Cc1ccccc1)C(=O)COc1ccccc1Cl returned PglD DTNB 0, FN deposit inh -4, Cneo AK release 2, F508del corr 1.7, miR-122 sensor -6, GSIS activator 21, PGC1a acetyl inh -4 and Statin myotox sup -4.
COc1ccc(/C=C/C(=O)NC(C)CCc2ccccc2)cc1 (stereo not drawn) was read as FN deposit inh -5, miR-122 sensor -2, GSIS activator -20 and Statin myotox sup 6.
For CS(=O)(=O)N(CC(=O)NCC1CCCO1)c1cc(Cl)ccc1Cl (stereo not drawn) the results were PglD DTNB 5, Cneo AK release 3, miR-122 sensor 5 and PGC1a acetyl inh -3.
`CC(C)(C)N1C(=O)c2ccccc2NC(=O)N1Cc1ccccc1` gave PglD DTNB -1, FN deposit inh -2, Cneo AK release 1, miR-122 sensor 1, PGC1a acetyl inh -10 and Statin myotox sup -4.
`CCOC(=O)c1cn(-c2nc(-c3ccc(Cl)c(Cl)c3)cs2)c2c(F)c(N3CCOCC3)c(F)cc2c1=O` gave PglD DTNB -2, FN deposit inh 0, Cneo AK release 11, miR-122 sensor 2, GSIS activator -25, PGC1a acetyl inh 3 and Statin myotox sup -1.
Screening CCC(C(=O)OCC(=O)Nc1ccccc1-c1ccccc1)c1ccccc1 (stereo not drawn) returned PglD DTNB -3, FN deposit inh -3, Cneo AK release -7, miR-122 sensor 0, GSIS activator -9 and PGC1a acetyl inh -11.
For CC12CCC(=O)N1C(C(=O)Nc1nnc(SCc3ccccc3)s1)CS2 (stereo not drawn) the results were PglD DTNB 2, FN deposit inh 1, Cneo AK release -2, F508del corr -1.0, miR-122 sensor 1, GSIS activator -3, PGC1a acetyl inh -3 and Statin myotox sup 3.
For N#Cc1ccc(CN2CCN(C(=O)c3cc(C4CC4)nn3-c3ccccc3)CC2)cc1 the results were PglD DTNB -6, FN deposit inh 5, Cneo AK release -1, F508del corr 2.4, GSIS activator -39 and Statin myotox sup 1.
Screening CC(C)NC(=O)N1CC[C@@H]2[C@H]1c1cc(-c3ccc(F)cc3)ccc1N(C)[C@@H]2CO returned PglD DTNB 1, FN deposit inh 4, Cneo AK release -3, F508del corr -4.0, miR-122 sensor -4[16.7 µM], GSIS activator -12, PGC1a acetyl inh -5 and Statin myotox sup 15.
For C[C@@H]1CN([C@H](C)CO)C(=O)Cc2cc(NC(=O)C3CC3)ccc2O[C@H]1CN(C)C(=O)Nc1ccccc1 the results were PglD DTNB -12, Cneo AK release 2, F508del corr 1.2, miR-122 sensor -3[16.7 µM], GSIS activator 3, PGC1a acetyl inh 1 and Statin myotox sup 4.
Screening CCCCCC(=O)NC(=S)Nc1ccc(N2CCCCC2)c(Cl)c1 returned PglD DTNB 5, FN deposit inh -3, Cneo AK release 0, miR-122 sensor 18, PGC1a acetyl inh 10 and Statin myotox sup -64.
Screening O=S(=O)(Cc1cc(-c2ccccc2)no1)c1ccccc1 returned FN deposit inh 1, F508del corr -3.1, miR-122 sensor 3, GSIS activator 2 and PGC1a acetyl inh -9.
For COc1ccc(OC)c(C2CC(c3ccc(NS(C)(=O)=O)cc3)=NN2C(=O)c2ccccc2)c1 (stereo not drawn) the results were FN deposit inh -16, F508del corr 1.4, miR-122 sensor 7, GSIS activator 8, PGC1a acetyl inh 7 and Statin myotox sup 4.
For CCCOc1cccc(C(=O)NC(=S)Nc2cccc(C(F)(F)F)c2)c1 the results were PglD DTNB 5, Cneo AK release 0, F508del corr -2.9, miR-122 sensor 4, GSIS activator 0, PGC1a acetyl inh -5 and Statin myotox sup -6.
Screening CCNc1c(NS(=O)(=O)c2ccc(Cl)s2)c(=O)oc2ccccc12 returned PglD DTNB 5, FN deposit inh 12, Cneo AK release 2, F508del corr -1.5, miR-122 sensor -3, GSIS activator 5, PGC1a acetyl inh 12 and Statin myotox sup -18.
Screening C(=C\c1ccc(C2[C@@H]3CN(Cc4cccnc4)C[C@H]2N3)cc1)/c1ccccc1 (stereo partly drawn) returned FN deposit inh -10&9, F508del corr -0.5&-7.0, GSIS activator -13&25 and PGC1a acetyl inh -8&-37.
`CCOC(=O)C1=CCN(S(=O)(=O)c2ccccc2Br)C1c1ccc(F)cc1` (stereo not drawn) gave PglD DTNB 4, FN deposit inh 15, Cneo AK release 0, F508del corr 1.9, miR-122 sensor -8, GSIS activator -17, PGC1a acetyl inh -10 and Statin myotox sup 6.
CCn1cc(CN2CCC(n3nccc3NC(=O)C(OC)c3ccccc3)CC2)cn1 (stereo not drawn) was read as PglD DTNB 3, FN deposit inh 6, Cneo AK release 2, F508del corr 1.7, miR-122 sensor 1, GSIS activator 9 and PGC1a acetyl inh 6.
For NC(=NCCc1ccccc1)c1cccc([N+](=O)[O-])c1 the results were PglD DTNB -2, FN deposit inh -2, Cneo AK release -1, F508del corr -0.8, miR-122 sensor 2, GSIS activator 9, PGC1a acetyl inh 12 and Statin myotox sup -5.
OCCN(CCO)CC(O)COc1ccc(Br)cc1 (stereo not drawn) was read as PglD DTNB -6, FN deposit inh 3&3, Cneo AK release -1, F508del corr -2.5&0.1, miR-122 sensor -4, GSIS activator 4&2 and PGC1a acetyl inh -2.
`Oc1ccccc1/C=N/Nc1nccnc1Cl` gave PglD DTNB -1, FN deposit inh 7, Cneo AK release -3, miR-122 sensor 2, PGC1a acetyl inh -47 and Statin myotox sup -14.
`Cc1ccc(CNC(=O)CCS(=O)(=O)c2ccc3c(c2)CC(C)N3C(=O)C2CC2)o1` (stereo not drawn) gave PglD DTNB -2, FN deposit inh 9, Cneo AK release 0, F508del corr -1.1, miR-122 sensor -1, GSIS activator -5, PGC1a acetyl inh -5 and Statin myotox sup -15.

3 neighbouring compounds already listed, for reference:
Screening CCCCNC(=S)NNC(=O)c1nn(C)cc1Cl returned PglD DTNB 2, FN deposit inh -3, Cneo AK release -3, miR-122 sensor -6, PGC1a acetyl inh -3 and Statin myotox sup -6.
For CCN(CC(=O)N1CCCC1)S(=O)(=O)c1ccccc1 the results were PglD DTNB 2, FN deposit inh -6, Cneo AK release 0, F508del corr 2.6, miR-122 sensor -4, GSIS activator -7 and Statin myotox sup 2.
CC(C)[C@H](Nc1ncnc2c1oc1ccccc12)C(=O)O was read as PglD DTNB 0, FN deposit inh 9, Cneo AK release 3, F508del corr 0.7, miR-122 sensor 14, GSIS activator 27, PGC1a acetyl inh -16 and Statin myotox sup 0.
